# RGS4-Gao reg: human RGS4-Galphao interaction regulation; Multiplexed bead flow cytometry, RGS4-Galphao binding; actives lie on both sides; binding response (% of control), % at 10 µM; hit rate 0.33% among 220,000; AID 1415; in the data active = binding response below about 49% or above about 150%; inactive = in between;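 also: fluorescent Galphao activated with aluminum fluoride binding bead-coupled RGS4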
# ABCG2 inh: inhibitors of human ABCG2 transporter, ABCB1 counter-screen; IgMXP3 cells, JC-1 efflux, flow cytometry; inhibition, % at 6.6 µM; hit rate 0.1% among 190,000; AID 1325;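 active = inhibition above 80%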;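 also: 0% = DMSO and 100% = nicardipine control wells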
#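 Test system: IgMXP3 (ABCG2) plus far-red-tagged CCRF-Adr (ABCB1) cells. Reagent: JC-1 dye as substrate. Timing: 10 min exposure at 25 °C with rotation, no wash. Measured by: flow cytometric JC-1 green MFI at 530 nm. Read-out: percent efflux inhibition, scaled nicardipine 100% to DMSO 0%. Control set: nicardipine and DMSO wells.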
# Avidin bead fluor: compound fluoresces at 488/530 nm on avidin beads | compound fluorescence 488/530 nm, flow cytometry; hits give high values | fluorescence (KMESF) at 10 µM | hit rate 0.38% among 220,000 | AID 1775; in the data active = fluorescence above about 47; also: inactives centre near 10
# GSH fluor: compound fluoresces at 488/530 nm on GSH beads | GSH beads flow cytometry, compound fluorescence 488/530 nm; hits give high values | AID 1776 | fluorescence (KMESF) at 10 µM | hit rate 0.25% among 190,000; in the data active = fluorescence above about 89;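 also: glutathione beads carrying GST-tagged Bcl family fusion proteins plus one bare bead set; values are compound well signal with DMSO vehicle wells as background; inactives centre near 16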
# RGS7-Gao reg: human RGS7-Galphao interaction regulation; Multiplexed bead flow cytometry, RGS7-Galphao binding; actives lie on both sides; P09471; hit rate 0.35% among 220,000; binding response (% of control), % at 10 µM; in the data active = binding response below about 49% or above about 150%; inconclusive = no clear call, values can overlap the other calls; inactive = in between;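 also: fluorescent Galphao held in activated GDP-AlF4 state binding bead-coupled RGS7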
# ABCB1 block: human ABCB1 inhibition, ABCG2 as counter-screen. P08183. CCRF-Adr cells, JC-1 efflux, flow cytometry. inhibition, % at 6.6 µM. hit rate 0.067% among 190,000. AID 1326; in the data active = inhibition above about 40%;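 also: 0% = vehicle and 100% = reference inhibitor; higher value means more JC-1 retained so stronger ABCB1 efflux block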
# Bim-Bcl-XL: inhibitors of Bim-Bcl-XL interaction, human; Bim peptide-Bcl-XL binding, bead flow cytometry, fluorescence; AID 1007; Q07817; hit rate 0.04% among 190,000; inhibition, % at 10 µM
# Bcl-W Bim block: inhibitors of Bim-Bcl-W interaction, human. hit rate 0.02% among 190,000. bead-based flow cytometry, Bim peptide-Bcl-W binding. inhibition, % at 10 µM. Q92843;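 also: 0% = bound tracer without compound and 100% = peptide blocker; higher means less fluorescent Bim peptide bound to Bcl-W beads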
# Bcl-B Bim block: disrupts Bim peptide binding to human Bcl-B. bead-based flow cytometry. hit rate 0.073% among 190,000. inhibition, % at 10 µM. AID 951;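 also: 0% = tracer peptide without compound and 100% = reference inhibitor peptide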
# Bfl-1 Bim block: disrupts Bim binding to human Bfl-1; Q16548; Bead-based flow cytometry, Bim-Bfl-1 binding inhibition; inhibition, % at 10 µM; hit rate 0.12% among 190,000;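 also: 0% = wells without compound plus tracer and 100% = blocker peptide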
# Bim-Bcl-2: inhibitors of Bim-Bcl-2 interaction, human. Bead-based flow cytometry, Bim peptide-Bcl-2 binding. P10415. hit rate 0.06% among 190,000. AID 950. inhibition, % at 10 µM; in the data active = inhibition above about 40%; inconclusive = no clear call, values can overlap the other calls;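 also: 0% = no compound wells with probe peptide and 100% = reference peptide inhibitor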
# Numbers without * were called inactive; ? = inconclusive; [ ] = dose if it differs, or a comment. Rule as the data show it, unless noted: active = inhibition above about 40%.
SMILES,RGS4-Gao reg,ABCG2 inh,Avidin bead fluor,GSH fluor,RGS7-Gao reg,ABCB1 block,Bim-Bcl-XL,Bcl-W Bim block,Bcl-B Bim block,Bfl-1 Bim block,Bim-Bcl-2
Cc1cccc(NC(=O)c2ccc([N+](=O)[O-])s2)c1C,99,40,10,11,99,1.2,-6,-3,-9,-14,-5
CCN1CC=C2C(C1)C(c1ccc(Cl)s1)C(C#N)=C(N)C2(C#N)C#N (stereo unspecified),103,4,33,15,101,1.2,2,-2,-2,3,1
COC(=O)c1nnn(-c2ccsc2C(=O)OC)c1C(=O)OC,101,4,8,13,?,1.2,0,-1,-2,-6,0
COC(=O)c1ccccc1OCCCCN1CC(C)OC(C)C1 (stereo unspecified),113,3,173*,9,254*[activator],1.1,-4,-4,0,-16,-13
Cc1nc(SCC(=O)Nc2cc(C)on2)c2c3c(sc2n1)CCCC3,102,23,12,35,101,2.4,-12,-3,-13,-17,-12
Cc1ccc(S(=O)(=O)CCC(=O)NCc2ccc(Cl)cc2)cc1,101,17,7,17,103,1.9,-11,-3,-8,-19,-11
COc1cc(/C=N/NC(=O)c2cccnc2)ccc1OC(=O)c1ccc([N+](=O)[O-])cc1,96,24,6,11,84,7.1,0,0,-2,0,-2
S=C(NC1CCCCC1)N1CCc2ccccc2C1,101,4,2,4,101,0.2,0,2,-11,-1,-4
CC1CCCN(CC(=O)Nc2ccc(S(=O)(=O)N3CCCCCC3)cc2)C1 (stereo unspecified),101,28,11,24,102,3.0,-2,-3,-8,-16,-8
CCN(CC)C(=O)Oc1cc(=O)n(C)c2ccccc12,102,6,5,7,99,0.8,-1,-1,-4,0,-1
CCCCNC(=O)CSc1nc2ccsc2c(=O)n1CCCC(=O)NCCc1ccc(S(N)(=O)=O)cc1,103,0,11,70,104,-0.1,-3,-6,0,2,0
COc1ccc(-c2[nH]ncc2N=Nc2ccccc2)cc1,102,4,26,7,104,0.0,-5,-3,-5,-4,-4
O=C(CN1CCN(c2ccc(O)cc2)CC1)Nc1cc(S(=O)(=O)N2CCOCC2)ccc1Cl,91,1,2,6,91,0.6,-3,1,-3,5,0
c1ccc2c(c1)OCC(c1csc3ncnc(N4CCCC4)c13)O2 (stereo unspecified),92,0,4,9,87,-0.1,-2,0,-7,-6,-9
COc1ccc(/C=C2/CCc3ccccc3C2=O)cc1CN1CCOCC1,96,-1,2,8,95,2.8,0,0,0,-1,-5
CCC1=NN2C(=N)/C(=C\c3cccn3-c3ccc(Br)cc3)C(=O)N=C2S1,96,-7,9,28,100,-0.8,0,1,8,5,4
COc1ccc(CCN(C(=O)C(F)(F)F)C(C(=O)NC2CCCC2)c2cccs2)cc1OC (stereo unspecified),93,2,8,49,91,1.0,0,-1,-6,-10,-8
COc1cccc(NC(=O)COc2ccc(S(=O)(=O)NC(C)C)cc2)c1,100,7,18,13,100,0.0,-4,-4,-4,-4,0
O=C(O)CCC(=O)Nc1ccccc1C(=O)NCc1ccccc1,97,2,11,3,97,0.2,-4,-1,-5,-1,0
COc1ccc(CCNC(=O)CSC(=O)c2ccccc2)cc1OC,97,2,24,23,99,0.2,-6,-2,-14,6,0
COc1ccc(-c2nn(CCC(=O)O)cc2CCC(=O)O)cc1,101,-2,7,19,101,-0.6,-1,3,5,5,8
COc1ccc(-c2nn(-c3ccccc3)cc2/C=C(\CC(=O)O)c2nc3ccccc3s2)cc1OC,91,-1,8,16,?,-0.4,0,0,0,-6,-3
Cc1cc(NC(=O)c2ccc(S(=O)(=O)N3CCc4ccccc43)cc2)no1,101,0,7,20,98,-0.4,-3,-3,-4,-5,-2
COc1ccc(NC(=O)CSc2nc3cccnc3n2C)cc1,95,13,6,22,93,0.4,-2,-1,-3,-2,-8
CC(=O)CC(C)(C)S(=O)(=O)c1ccc(NC(C)=O)cc1,105,1,8,34,101,0.2,-5,-4,-5,-3,3
O=C(NCCN1CCOCC1)c1ccc2c(c1)N(Cc1ccccc1)CCS2,101,5,7,23,96,0.9,-2,0,-5,-8,-8
Fc1cccc(NC(=S)Nc2ccc(Br)cc2)c1,105,9,7,18,102,0.7,-1,-3,-6,0,-2
NC(=O)c1ccc(OCC(F)(F)C(F)(F)C(F)(F)C(F)(F)C(F)(F)C(F)F)cc1,91,4,11,32,88,0.2,0,-1,-9,-15,-9
CCC(C)(C)NC(=O)C(c1ccccn1)N(C(=O)c1csnn1)C1CCCCC1 (stereo unspecified),99,-2,10,13,101,0.3,1,2,0,1,-1
CN(C)CCNC(=O)Nc1ccc(Cl)c(Cl)c1,102,1,6,27,97,0.2,-1,-3,-2,0,-4
Fc1ccc(N2CCN(/C=C/c3nnnn3-c3ccccc3)CC2)cc1,86,8,8,21,78,0.3,-4,-2,-8,-19,-29
Cc1nn(C)c(Oc2cccc(Cl)c2)c1C(=O)Nc1ccc(F)cc1F,99,30,8,14,98,19,-4,-1,-7,-9,-13
Cc1nnc(SCCn2c(N3CC(C)CC(C)C3)nc3c2c(=O)[nH]c(=O)n3C)s1 (stereo unspecified),98,0,11,20,99,0.3,-2,-6,-2,0,0
C/C(N)=C(/C#N)C(=O)CSc1nc(C2CCCCC2)n(-c2ccccc2)n1,95,16,13,9,96,1.9,-3,-2,-4,1,-5
CC(=O)N1CCN(c2ccc(NC(=O)c3ccc(N4CCCC4)c([N+](=O)[O-])c3)cc2Cl)CC1,99,-3,14,23,100,0.3,-1,-1,-13,-1,-6
CCN(CC)CCn1c(=N)n(CC(O)c2ccco2)c2ccccc21 (stereo unspecified),105,0,3,10,100,0.0,-6,-7,-7,-2,-1

# With a hit mark in RGS7-Gao reg (from the list above):
mol	RGS4-Gao reg	Avidin bead fluor	GSH fluor	RGS7-Gao reg	Bim-Bcl-XL	Bcl-W Bim block	Bcl-B Bim block	Bfl-1 Bim block	Bim-Bcl-2
COC(=O)c1ccccc1OCCCCN1CC(C)OC(C)C1 (stereo unspecified)	113	173*	9	254*[activator]	-4	-4	0	-16	-13

# New compounds follow:
SMILES,RGS4-Gao reg,ABCG2 inh,Avidin bead fluor,GSH fluor,RGS7-Gao reg,ABCB1 block,Bim-Bcl-XL,Bcl-W Bim block,Bcl-B Bim block,Bfl-1 Bim block,Bim-Bcl-2
O=C(CCN1C(=O)c2ccccc2C1=O)N1CCN(C2c3ccccc3-c3ccccc32)CC1,101,9,18,32,99,4.0,-4,0,-5,-14,-11
CCCCCn1c(=O)[nH]c2cc(C(=O)NCCCN(C)Cc3ccccc3)ccc2c1=O,103,1,11,15,102,0.4,-2,-3,-6,-6,-1
Cc1cccc(C)c1N1CCN(C(=O)N2CCOCC2)CC1,104,5,10,25,104,0.6,3,3,-1,0,0
Cc1ccc2c(c1)C(CCN)C(=O)N2Cc1ccccc1 (stereo unspecified),101,1,26,17,96,0.2,-1,1,-3,-3,-3
COc1cc(/C=N/NC(=O)c2ccc(Cn3cc([N+](=O)[O-])cn3)o2)cc(Br)c1O,97,0,12,24,99,0.2,-2,1,-6,-2,-2
CC(C(=O)NCC1CCCCC1)N1CCN(S(=O)(=O)/C=C/c2ccccc2)CC1 (stereo unspecified),107,-1,10,11,101,2.4,-6,-4,-4,-7,-3
O=C(Nc1ccc2[nH]c3c(c2c1)CCCC3)c1ccco1,94,-1,12,25,96,-0.4,-1,3,-8,-9,-6
CC(=O)C1=C(O)C(=O)N(CCN2CCOCC2)C1c1ccccc1 (stereo unspecified),97,0,12,32,99,0.3,-7,-3,-3,-5,-6
C=CCn1c(C(CCCC)CC(C)O)n[nH]c1=S (stereo unspecified),84,-1,5,9,85,0.1,-6,-6,-2,-3,-6
Cc1ccc(NC(=O)CO/N=C(\N)c2nonc2N)cc1,110,4,3,10,103,0.2,10,6,4,4,5
CC1CC1C(=O)OCC(=O)NCc1ccc(Cl)cc1Cl (stereo unspecified),99,1,39,16,103,0.5,-3,-1,-2,0,1
Cc1ccc(NC(=O)COC(=O)C2CC2)c(Br)c1,112,8,12,15,111,0.4,-4,-2,-2,-6,-7
COc1ccc(C)cc1S(=O)(=O)NCCC1=CCCCC1,102,3,10,12,101,0.4,-3,1,-5,-6,-5
Cc1ccc(C(=O)NCC(=O)NCC(=O)OCC(=O)c2ccc([N+](=O)[O-])cc2)cc1,91,-1,8,20,101,-2.7,-3,1,-7,-1,1
Cc1ccc(-c2nc(C3CCN(S(=O)(=O)c4ccc(C(F)(F)F)cc4)CC3)no2)cc1,117,2,17,40,124,1.0,-8,-3,-9,-8,-5
O=C1CSc2ccccc2N1Cc1ccccc1F,98,15,17,11,95,5.1,0,0,1,0,0
CC1NC(C)(C)Cc2c1ccc1ccccc21 (stereo unspecified),98,0,10,20,98,0.0,2,4,1,-4,2
OCCNCc1ccc(OC2CCCC2)cc1,102,0,15,45,102,-0.2,2,0,-9,-12,-10
Cc1ccc(CNc2nc(N)c([N+](=O)[O-])c(Nc3cccc(F)c3)n2)cc1,104,1,7,31,109,0.4,-8,-1,-4,-10,-6
O=C(COC(=O)c1cncc(Br)c1)NC1CC1,99,6,37,17,100,1.4,-10,-10,-5,0,0
CCOC(=O)Cc1csc(NC(=O)CSc2nc3sc(C(=O)O)c(C)c3c(=O)[nH]2)n1,100,0,14,13,95,-0.3,-1,2,-5,-2,-8
O=C(Cc1ccccc1F)Nc1ccc(Cl)nc1,101,2,13,14,96,0.5,4,1,0,11,12
COc1ccc(N=CC2=C(O)c3ccccc3C2=O)c(OC)c1,95,-1,32,13,94,-0.2,-1,0,1,3,5
O=C1NC(c2cccc(Cl)c2)Nc2ccccc21 (stereo unspecified),109,12,10,11,108,1.5,-2,0,-2,-5,0

# Some entries already given with just GSH fluor.
Compound	GSH fluor
CC1NC(C)(C)Cc2c1ccc1ccccc21 (stereo unspecified)	20
OCCNCc1ccc(OC2CCCC2)cc1	45
Cc1ccc(CNc2nc(N)c([N+](=O)[O-])c(Nc3cccc(F)c3)n2)cc1	31

# The list continues.
SMILES,RGS4-Gao reg,ABCG2 inh,Avidin bead fluor,GSH fluor,RGS7-Gao reg,ABCB1 block,Bim-Bcl-XL,Bcl-W Bim block,Bcl-B Bim block,Bfl-1 Bim block,Bim-Bcl-2
CCOc1ncccc1C(=O)Nc1cccc(Cl)c1Cl,99,31,13,13,?,0.8,0,0,0,-3,-2
COCCCNC(=O)CNC(=S)N(Cc1cc(OC)c(OC)c(OC)c1)C1CCCC1,88,0,2,6,88,-0.1,1,2,-3,2,4
C/C(=N\NC(=O)COc1ccccc1)c1cccs1,100,18,16,9,102,0.6,-7,-8,-7,-15,-9
CN1C=CC2=C(C#N)C(N)C(C#N)(C#N)[C@H](c3ccccc3)[C@H]2C1 (stereo partly specified),106,2,6,17,105,0.5,-6,-6,-4,-7,-9
COC(=O)c1ccc(C(=O)Nc2nnc(-c3cccnc3)o2)cc1,103,0,8,22,102,0.0,-4,-2,-2,-6,-1
CCc1ccc(CN(C)CC(=O)Nc2ccc3c(c2)CCC3)cc1,98,3,11,22,103,0.7,-1,-3,-3,-2,-4
Cn1c(=O)c(=O)n(C)c2cc(S(=O)(=O)N3CCN(c4cccc(C(F)(F)F)c4)CC3)ccc21,100,4,12,32,98,0.4,-6,-2,-11,-18,-8
CC1(C)CC(=O)C/C(=N\NC(=O)C2C3CCCCC32)C1 (stereo unspecified),97,1,8,9,95,0.4,-3,-2,-4,-5,0

# Compound activity: PubChem BioAssay, NMMLSC
